GSK3beta inhib: inhibitors of human GSK3beta kinase; P49841; GST-GSK3beta kinase, ADP-Glo luminescence, 60 min; hits give low values; activity score (negative = inhibition), % at 10 µM; 300,000 tested, 0.038% active;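 active means more than half of replicate wells score below -50%, meaning over 50% inhibition versus plate controls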;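 further: 0% = median DMSO wells and -100% = median GW8510 positive control wells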
Target sequence (P49841 whole entry, looked up): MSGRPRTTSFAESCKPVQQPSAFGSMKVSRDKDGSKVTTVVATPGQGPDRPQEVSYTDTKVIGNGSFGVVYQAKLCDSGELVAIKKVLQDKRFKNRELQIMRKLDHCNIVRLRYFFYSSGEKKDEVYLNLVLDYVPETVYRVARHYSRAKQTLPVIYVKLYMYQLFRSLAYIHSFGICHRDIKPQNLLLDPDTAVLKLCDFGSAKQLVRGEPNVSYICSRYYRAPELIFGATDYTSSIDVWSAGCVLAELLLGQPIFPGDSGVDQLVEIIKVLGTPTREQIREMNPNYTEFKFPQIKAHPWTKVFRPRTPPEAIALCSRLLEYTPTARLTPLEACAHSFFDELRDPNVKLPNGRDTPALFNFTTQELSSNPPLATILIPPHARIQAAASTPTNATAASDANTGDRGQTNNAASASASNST
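Assay system: GST-tagged human GSK3beta kinase, cell-free; Input: 1.6 ng GSK3beta; Medium: Tris/MgCl2 kinase buffer; Timing: 60 min enzyme reaction, room temperature; Signal: ADP-Glo luminescence quantifying ADP generated by kinase; Evaluation: score relative to plate controls; Benchmarks: DMSO neutral wells and GW8510 at 20 µM as positive.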
RGS4 pot: RGS4 potentiation or activation. HEK293 M3R/inducible RGS4, carbachol calcium flux Fluo4; hits give low values. AID 463111. 310,000 tested, 0.92% active. B-score at 10 µM;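 active means B-score of the integrated calcium signal more than 4 SD below the library mean, with starting fluorescence not abnormally high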;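 further: negative B-score means reduced calcium response which marks RGS4 activation or potentiation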
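test system = HEK293 cells with stable M3R and inducible RGS4 | schedule = recording 10 s baseline at 1 Hz, 100 s post-agonist | technique = Fluo4-AM (2 µM) calcium-flux fluorescence, kinetic read | measure = Agonist-evoked peak-minus-minimum fluorescence over baseline, integrated ratio, B score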
KCNQ1 inh: inhibitors of human KCNQ1 potassium channel | P51787 | CHO-K1 KCNQ1, FluxOR thallium flux fluorescence; hits give high values | B-score at 10 µM | 310,000 tested, 1.3% active | AID 2642;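 active means compounds whose thallium flux B-score, printed positive for inhibition, exceeds three library SD while starting fluorescence stays within three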;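 further: channel opened by potassium depolarization with thallium stimulus after 20 min compound exposure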
Target sequence (P51787 whole entry, looked up): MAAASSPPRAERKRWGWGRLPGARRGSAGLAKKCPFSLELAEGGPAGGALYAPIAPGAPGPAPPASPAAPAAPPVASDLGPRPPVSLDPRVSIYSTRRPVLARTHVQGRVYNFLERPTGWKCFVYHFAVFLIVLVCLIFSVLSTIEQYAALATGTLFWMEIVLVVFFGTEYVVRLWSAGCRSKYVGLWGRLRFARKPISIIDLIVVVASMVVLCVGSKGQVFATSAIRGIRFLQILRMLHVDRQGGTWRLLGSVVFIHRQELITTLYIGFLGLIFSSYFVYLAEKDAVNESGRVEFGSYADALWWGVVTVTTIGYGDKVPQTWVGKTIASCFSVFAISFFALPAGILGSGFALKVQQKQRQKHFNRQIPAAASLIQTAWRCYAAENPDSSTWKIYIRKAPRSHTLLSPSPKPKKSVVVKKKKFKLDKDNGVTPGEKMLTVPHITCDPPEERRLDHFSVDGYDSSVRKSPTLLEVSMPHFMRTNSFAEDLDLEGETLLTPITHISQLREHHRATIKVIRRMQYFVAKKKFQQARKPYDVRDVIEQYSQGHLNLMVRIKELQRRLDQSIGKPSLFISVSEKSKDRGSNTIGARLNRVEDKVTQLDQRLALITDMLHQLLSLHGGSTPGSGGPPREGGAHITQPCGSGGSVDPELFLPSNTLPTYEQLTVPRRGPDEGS
KCNK9 inh: inhibitors of human KCNK9 two-pore domain potassium channel; B-score at 10 µM; HEK293 KCNK9, FluxOR thallium flux fluorescence; hits give low values; Q9NPC2; 310,000 tested, 1.2% active;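 active means ratio B-score over 3 SD below the library mean, with starting fluorescence within 5 SD of its mean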;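 further: negative B-score means less thallium flux so channel inhibition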
GSK3A inh: blocks human GSK-3 alpha kinase; P49840; ADP-Glo luminescence, 60 min; inhibition, % at 10 µM; 320,000 tested, 0.1% active; AID 2650;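 in the data active means inhibition above about 50%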;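 further: GST-tagged GSK-3 alpha with peptide substrate and 25 µM ATP; 0% = DMSO neutral wells and 100% = GW8510 positive control wells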
PolyA inh: inhibitors of polyadenylation in S. cerevisiae. calls only at 12 µM. 300,000 tested, 0.02% active. S. cerevisiae SKY197-pL101 polyadenylation reporter, beta-gal luminescence; efflux-impaired pdr1/pdr3 knockout yeast; score 100 = 6 SD above DMSO;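 active means lowest replicate activity score at least 50, where 100 means six control SD above control mean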;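 further: yeast exposed to compound for 9 h at 30 °C; higher score means more reporter readthrough which indicates perturbed polyadenylation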
hERG protect: compounds protecting human hERG from proarrhythmic drug block; 310,000 tested, 0.51% active; CHO-hERG, FluxOR thallium flux, dofetilide IC70 present; AID 1511; Q12809; activation (rescue from dofetilide block), less the hit threshold, % at 10 µM;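 active means activation above the mean of controls blocked by dofetilide plus 5 SD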;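 further: thallium influx through hERG after potassium depolarization seen as dye fluorescence rise; in these data hits start at about 4.7%; inactives centre near -7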
KCNK3 block: human KCNK3 channel inhibition, primary screen; O14649; CHO-KCNK3 thallium flux, FluxOR fluorescence; hits give low values; B-score at 10 µM; 340,000 tested, 0.84% active;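 active means B-score under library mean minus 4 SD, starting fluorescence ratio at most library mean plus 5 SD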;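 further: more negative B-score means stronger inhibition of thallium flux through KCNK3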
DYRK1A inh: Dyrk1A (rat) kinase inhibition | 310,000 tested, 0.43% active | ADP-Glo luminescence, NFATc1 peptide | Q63470 | inhibition, % at 12.5 µM; in the data active means inhibition above about 50%;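 further: plate controls were vehicle with enzyme for no effect and no enzyme for full effect; many of its hits are not listed in these tables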
RGS4 block: inhibitors of human RGS4 | P49798 | HEK293 M3R/RGS4 inducible, Fluo-4 calcium flux; hits give high values; triggered by carbachol at its EC20 | B-score at 10 µM | 310,000 tested, 0.45% active;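 active means B-score, a plate-corrected calcium signal, over three deviations above library mean, with baseline fluorescence within five deviations of library mean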;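 further: RGS4 expression induced by doxycycline in cells with stable M3 receptor; B-score is computed from the integrated fluorescence ratio over baseline after carbachol; higher B-score means a larger calcium signal and so more RGS4 inhibition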
KCNQ1 act: potentiates or activates the human KCNQ1 potassium channel | P51787 | CHO-K1 KCNQ1, thallium flux FluxOR fluorescence; hits give high values | B-score at 10 µM | 310,000 tested, 0.35% active | AID 2648;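 active means fluorescence ratio B-score, a plate-corrected score, at least three library SD, with initial intensity B-score within 5 SD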
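System: CHO-K1 cells stably expressing KCNQ1 / Medium: assay buffer for compound exposure, DMSO matched across wells / Reagent: thallium- and potassium-containing depolarizing buffer / Compound: one concentration, matched DMSO / Incubation: 20 min compound pretreatment at room temperature / Measured by: kinetic FluxOR fluorescence, 10 s baseline plus 110 s post-stimulus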
* marks the source's active call; other numbers are inactive results; i = inactive; · = not tested or not shown. Some of the compounds tested; the hit share may differ from the screen's.

SMILES	GSK3beta inhib	RGS4 pot	KCNQ1 inh	KCNK9 inh	GSK3A inh	PolyA inh	hERG protect	KCNK3 block	DYRK1A inh	RGS4 block	KCNQ1 act
c1ccc(OCCSc2nc3ccccc3[nH]2)cc1	4	i	i	i	2	i	-7	i	0	i	i
CCOc1ccc(S(=O)(=O)N2CCOCC2)cc1NC(=O)c1ccccc1F	2	i	i	i	-1	i	-11	i	0	i	i
CC(C)CN(C(=O)CSc1nncn1-c1ccccc1)c1c(N)n(CC(C)C)c(=O)[nH]c1=O	1	i	i	i	0	i	-7	i	-5	i	i
O=C(COc1ccccc1)Nc1ccccc1N1CCN(c2ccc(F)cc2)CC1	-2	-9.1*	i	-8.6*	-1	i	-3	i	1	i	i
Cc1cccc(C(=O)Nc2ccccc2N2CCN(c3ccc(F)cc3)CC2)c1	-1	i	i	-9.3*	-1	i	-5	-12*	-2	i	i
Cc1cccc(C)c1NS(=O)(=O)c1ccc2c(c1)C(=O)c1ccccc1C2=O	1	i	i	i	-3	i	-8	i	4	i	i
CCCCn1c(N)c(N(CC(C)C)C(=O)c2cccc(S(=O)(=O)N3CCCCCC3)c2)c(=O)[nH]c1=O	1	i	i	i	-1	i	-13	i	10	i	i
CC(Sc1n[nH]c(N)n1)C(=O)Nc1ccc(Cl)cn1 (configuration not stated)	0	i	i	i	0	i	-11	i	-3	i	i
Cc1ccccc1NC(=S)N(C)C1(c2ccccc2Cl)CCCCC1=O (configuration not stated)	1	i	i	i	-1	i	-13	i	2	i	i
Cc1cccc(OCc2nc(-c3ccc(Br)o3)no2)c1	2	i	i	i	-3	i	-7	i	-1	i	i
COC(=O)C(C)Sc1nc2c([nH]c3ccccc32)c(=O)n1C (configuration not stated)	-1	i	i	i	6	i	-4	i	-1	i	i
CCOC(=O)N1CCN(C(=O)CCNS(=O)(=O)c2ccc3c(c2)c(=O)n(C)c(=O)n3C)CC1	2	i	i	i	-1	i	-7	i	-4	i	i
CCOCCCN1CN(Cc2ccco2)CNC1=S	5	i	i	i	-1	i	-18	i	-2	i	i
CCOC(=O)c1ccc2nc(C)c(CC)c(Cl)c2c1	-7	i	i	i	2	i	-4	i	1	i	i
CCCc1nn(C)c2c(=O)[nH]c(-c3cc(S(N)(=O)=O)ccc3OCC)nc12	0	i	i	i	-3	i	-6	i	-3	i	i
CCOc1ccc(S(=O)(=O)Nc2cccc(C(=O)NCC(c3ccco3)N(C)C)c2)cc1 (configuration not stated)	0	i	i	i	4	i	-9	i	1	i	i
Cn1c(C(O)c2ccccc2)nc(Cl)c1Cl (configuration not stated)	1	i	i	i	-2	i	-1	i	0	i	i
CCOC(=O)/C(=N/Nc1ccccc1)N1CCCc2ccccc21	1	i	i	i	-4	i	-12	i	-21	i	i
CC(C)(C)n1ncc2c(=O)n(Cc3ccc(Cl)c(Cl)c3)cnc21	-3	i	i	i	-7	i	-6	i	4	i	i
Cc1cc(NC(=O)c2cc(-c3cccnc3)nc3c(C)c(C)ccc23)no1	0	i	i	i	-3	i	-10	i	1	i	i

Part of the list above, in CSV form:
Molecule,GSK3beta inhib,RGS4 pot,KCNQ1 inh,KCNK9 inh,GSK3A inh,PolyA inh,hERG protect,KCNK3 block,DYRK1A inh,RGS4 block,KCNQ1 act
CCOC(=O)/C(=N/Nc1ccccc1)N1CCCc2ccccc21,1,i,i,i,-4,i,-12,i,-21,i,i
CC(C)(C)n1ncc2c(=O)n(Cc3ccc(Cl)c(Cl)c3)cnc21,-3,i,i,i,-7,i,-6,i,4,i,i

Next section:
SMILES	GSK3beta inhib	RGS4 pot	KCNQ1 inh	KCNK9 inh	GSK3A inh	PolyA inh	hERG protect	KCNK3 block	DYRK1A inh	RGS4 block	KCNQ1 act
O=C(Nc1ccccc1C(=O)Nc1ccccc1C(=O)NCc1ccco1)c1ccco1	-3	i	i	i	0	i	-2	i	0	i	i
CCCCc1ccc(NC(=O)CC(C)(C)C)cc1	2	i	i	i	-1	i	-3	i	-4	i	i
CCc1nnc(NC(=O)CSc2nc(-c3ccccc3)nc3ccccc23)s1	1	i	i	i	0	i	-3	i	-3	i	i
Cc1cc(Br)ccc1NC(=O)CSc1nnc(CN2CCOCC2)n1C	1	i	i	i	-1	i	-1	i	3	i	i
Cc1ccccc1N(C(=O)CNC(=O)c1ccco1)C(C(=O)NC1CCCCC1)c1cccnc1 (configuration not stated)	-3	i	i	i	-2	i	-7	i	-2	i	i
C/C(=C\C(=O)c1ccc(Br)cc1)NNC(=O)c1ccccc1	-1	i	i	i	3	i	-8	i	-10	i	i
CCCCC(CCC(=O)O)(C(=O)OCC)c1csc(Nc2ccc(OCC)cc2)n1 (configuration not stated)	3	i	i	i	-4	i	-9	i	3	i	i
CC1(C)C(C=C(Cl)Cl)C1C(=O)N(Cc1cccc(Cl)c1)C1CCS(=O)(=O)C1 (configuration not stated)	-1	i	i	i	1	i	-7	i	-2	i	i
NC(=O)NC(=O)CSc1nc(C2CCCCC2)n(-c2ccccc2)n1	-1	i	i	i	-5	i	-1	i	-1	i	i
Cc1cccc(N2CCN(C(=O)Cn3ccc4ccccc4c3=O)CC2)c1C	-1	i	i	i	0	i	-8	i	0	i	i
Cc1cccc(NC(=S)NC(C)(C)CC(C)(C)C)c1	1	i	i	i	-1	i	-13	i	-3	i	i
COc1cccc(NC(=O)N2CCCC2C(=O)Nc2ccc3c(c2)OCO3)c1 (configuration not stated)	1	i	i	i	-3	i	-8	i	-4	i	i
Nc1c([N+](=O)[O-])c(=O)oc2ccccc12	-2	i	i	i	-1	i	-6	i	7	i	i
Cc1cc2c(Nc3ccc(C(=O)O)cc3)ncnc2s1	-2	i	i	i	0	i	-4	-10*	·	i	i
COc1ccc(C(=O)N2CCCCCC2)cc1OC1CCN(C(C)=O)CC1	-1	i	i	i	-1	i	-12	i	-5	i	i
N#Cc1ccc(-c2ccc(OCC(=O)NCCCN3CCCC3=O)cc2)cc1	1	i	i	i	·	i	-20	i	·	i	i
CCCCC(Sc1nc(C)c(Cc2ccccc2)c(=O)[nH]1)C(=O)O (configuration not stated)	1	i	i	i	-5	i	-5	-9*	-4	i	i
CSc1nc2c(C)c(C)c(C)c(C)c2[nH]1	0	i	i	i	-4	i	-6	i	2	i	i
COc1cc2c(C(=O)NCc3ccc(C)o3)cn(CC(C)C)c(=O)c2cc1OC	3	i	i	i	-29	i	-12	i	·	i	i
CCC1CCCCN1C(=O)CCNS(=O)(=O)c1ccc2c(c1)oc(=O)n2C (configuration not stated)	3	i	i	i	0	i	-10	i	1	i	i
O=C1N/C(=N\N=C\c2cccs2)SC1Cc1ccc(Cl)c(Cl)c1 (configuration not stated)	2	i	i	i	0	i	-10	i	0	i	i
S=C(NCc1ccco1)Nc1ccc(Oc2ccccc2)cc1	-4	i	8*	i	-2	i	-18	i	-4	i	i
CC1(c2ccccc2)NC(=O)N(CC(=O)N2CCN(S(=O)(=O)c3cccs3)CC2)C1=O (configuration not stated)	5	i	i	i	1	i	-14	i	2	i	i
CCCc1cc(=O)[nH]c(SCC(=O)NC(=O)OCC)n1	2	i	i	i	-1	i	-5	i	-4	i	i
O=C(O)c1ccccc1/C=N/n1c(C2CCCCC2)n[nH]c1=S	1	i	i	i	-2	i	-6	i	-1	i	i
Cc1cc(C)n(-c2ccc(C(=O)Nc3cccnc3Cl)cc2)n1	0	i	i	i	·	i	-4	i	-1	i	i
Nc1nc(Cl)cc(-c2ccccc2)n1	-3	i	i	i	-2	i	-8	i	-1	i	i
Cc1ccc2nc(SCC(=O)Nc3ccc4sc(C)nc4c3)c(C#N)cc2c1	7	i	i	i	-1	i	-6	i	2	i	i
CCn1c2ccccc2c2cc(NC(=O)c3cc(OC)cc(OC)c3)ccc21	4	i	i	i	-2	i	-4	i	1	i	i
CCc1c(C)nc2ncnn2c1NCc1cccs1	-4	i	i	i	1	i	-14	i	13	i	i
Cn1c(-c2csc(-c3cccc(C(F)(F)F)c3)n2)n[nH]c1=S	4	i	i	i	15	i	-5	i	·	i	i
COc1ccc(C2SCC(=O)N2CCc2ccc(OC)c(OC)c2)cc1 (configuration not stated)	2	i	i	i	·	i	-8	i	-2	i	i
COc1ccc(N2CCN(C(=O)CN(Cc3ccc(Cl)cc3)S(C)(=O)=O)CC2)cc1	3	i	i	i	-3	i	-7	i	-1	i	i
Cc1c(NS(=O)(=O)c2cc(Br)cc3c2N(C(=O)C2CC2)CC3)c(=O)n(-c2ccccc2)n1C	2	i	i	i	-4	i	-2	i	-4	i	i
CC1=CC(c2ccccc2)n2nc(N3C(=O)c4ccccc4C3=O)nc2N1 (configuration not stated)	-3	i	i	i	-2	i	-14	i	-5	i	i
O=C(Nc1ccc2nsnc2c1)N1CCCCCC1	-1	i	i	i	2	i	-7	i	3	i	i
O=C(CSc1ccc2ccccc2n1)N1CCC(c2noc3ccc(F)cc23)CC1	1	i	i	-9*	-1	i	-9	i	-3	i	i
C/C(=N\NC(=O)c1c(C)nc2ccccn12)c1cccc([N+](=O)[O-])c1	1	i	i	i	1	i	-14	i	·	i	i
Cn1c(=O)c2c(nc(Br)n2Cc2nnc(N)s2)n(C)c1=O	-1	i	i	i	1	i	-13	i	5	i	i
CCC(=O)NCc1cc(-c2nn(C)c(=O)c3ccccc23)ccc1OC	-5	i	i	i	-1	i	-9	i	-5	i	i
COc1ccc(/C=N/OC/C(O)=C(\C#N)c2nc3ccccc3[nH]2)cc1	0	i	i	i	1	i	-8	i	8	i	i
O=C1NC2(CCCC2)N=C1c1ccc(Cl)cc1	1	i	i	i	1	i	-6	i	2	i	i
CC(C)N1CCN(Cc2ccc(Sc3nncn3C)o2)CC1CCO (configuration not stated)	1	i	i	i	1	i	-6	i	8	i	i
COc1ccc(CNC(=O)C2CCN(S(=O)(=O)c3cccnc3)CC2)cc1	-1	i	i	i	·	i	-8	i	-2	i	i
CCOC(=O)c1sc(=S)n(C)c1NC(=O)c1ccccc1Cl	-1	i	i	i	1	i	-6	i	-4	i	i
COc1cc2c(cc1OC)CN(C(C)C(=O)Nc1ccc(NC(C)=O)cc1)CC2 (configuration not stated)	-1	i	i	i	-1	i	-18	i	2	i	i
COC(=O)c1sc(C(=O)OC)c(C(=O)OC)c1C(=O)OC	2	i	i	i	-2	i	-5	i	0	i	i

Screening results: PubChem BioAssay, several laboratories
